Menin MLL FP TR = inhibitors of human menin-MLL interaction, mutant MLL peptide. Menin + Texas Red MLL mutant peptide, fluorescence polarization. Potency, µM (series often up to 61.6 µM), inactives show at the top dose FP activity change, negative = inhibition, actives largely listed as inhibitors. 270,000 tested, 0.23% active. AID 1768; active = well fitted inhibition curve with a large enough effect in the polarisation, with a control signal flat, not every such curve was filed as active; inconclusive = small, poorly fitted or top-dose-only effect, or effect the other way, or a change in a side signal; inactive = no such curve, though single readings can be large or run the other way; the % refers to the polarisation; note: potency is the fitted concentration of half-maximal effect; % of control where 0% means no effect; many of its hits are not listed in these tables
Target sequence (O00255 whole entry, looked up): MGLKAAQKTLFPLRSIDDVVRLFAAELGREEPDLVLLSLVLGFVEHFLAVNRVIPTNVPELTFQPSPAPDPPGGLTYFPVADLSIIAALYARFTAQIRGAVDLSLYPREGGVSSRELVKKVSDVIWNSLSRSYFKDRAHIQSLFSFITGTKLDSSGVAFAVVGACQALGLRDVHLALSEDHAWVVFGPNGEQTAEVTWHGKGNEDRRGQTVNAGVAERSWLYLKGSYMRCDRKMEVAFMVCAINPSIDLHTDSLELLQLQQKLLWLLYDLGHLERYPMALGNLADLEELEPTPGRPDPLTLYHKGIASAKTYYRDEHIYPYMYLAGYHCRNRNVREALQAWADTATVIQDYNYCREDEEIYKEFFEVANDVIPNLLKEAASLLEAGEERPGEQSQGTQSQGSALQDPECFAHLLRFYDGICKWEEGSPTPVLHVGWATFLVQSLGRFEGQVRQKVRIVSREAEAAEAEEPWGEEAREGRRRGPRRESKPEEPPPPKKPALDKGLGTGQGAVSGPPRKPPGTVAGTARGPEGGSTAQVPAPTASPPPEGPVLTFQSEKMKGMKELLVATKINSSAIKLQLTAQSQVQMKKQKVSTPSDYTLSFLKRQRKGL
FLuc modulator = counter-screen for miR-21 project: firefly luciferase inhibitors or activators; Potency, µM (highest dose often 57.5 µM), for the others: top-dose activity change, negative = inhibition, actives largely listed as inhibitors; P08659; purified FLuc, Km substrates, luminescence inhibition; AID 588342; 360,000 tested, 6.9% active;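 note: potency is the fitted concentration of half-maximal effect; plate controls were vehicle for no effect and reference inhibitor for full effect; nearly all actives have a fitted effect of over 55% in size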
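Purified P. pyralis luciferase, 10 nM final, with Km-level 10 uM D-luciferin and 10 uM ATP in 50 mM Tris acetate pH 7.5, 10 mM Mg acetate, 0.01% Tween-20, 0.05% BSA; 6-point qHTS titration about 60 µM downward; luminescence read.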
NPC1 prom act = activates the NPC1 promoter | Huh7 NPC1 promoter luciferase reporter, 24 h | Potency, µM (series often up to 9.22 µM), for the others: top-dose activation, hits mostly activators | 320,000 tested, 2.4% active;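 note: potency is the fitted concentration of half-maximal effect; % of control where 0% means no effect; nearly all actives have a fitted effect of over 60% in size; reporter is driven by a mutant NPC1 promoter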
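NPC1 promoter–luciferase Huh7 cells; 24 h compound; luminescence.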
RORgamma inh = blocks mouse ROR gamma transcriptional activity; P51450; Drosophila S2 Gal4-RORgamma UAS-luciferase reporter, 20 h; AID 2551; Potency, µM (titrated, usually from 53.6 µM), for inactives: at the top dose activity change, negative = inhibition, most hits filed as inhibitors; 310,000 tested, 5.4% active; note: potency is the fitted concentration of half-maximal effect; % is set by controls: 0 for no effect and ±100 for the full control effect; nearly all actives have a fitted effect of over 60% in size
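Compounds are pin-transferred onto Drosophila Schneider cells expressing a copper-inducible Gal4–ROR gamma transactivation domain fusion. After 1 hr, copper sulfate is added to 700 uM final; luciferase is read 20 hr later.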
Rab9 promoter act = Rab9 promoter activation; Huh7 Rab9 promoter-luciferase reporter, luminescence, 24 h; Potency, µM (titrated, usually from 9.22 µM), inactives show top-dose activation, negative = inhibition, hits mostly activators; 320,000 tested, 2.8% active; AID 485297; note: potency is the fitted concentration of half-maximal effect; % of control where 0% means no effect; nearly all actives have a fitted effect of over 60% in size
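Huh7 cells stably carrying Rab9 promoter–luciferase reporter, plated 1500 cells/well, compound added after 2 h and incubated 24 h at 37 °C; luciferase luminescence then read after 10 min with detection reagent.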
KCNH2 3.1 block = blocks the human KCNH2 3.1 channel isoform; U2OS KCNH2 3.1, thallium flux FluxOr; active compounds read low; activity change, % (tested at about 1.8 µM); 340,000 tested, 0.95% active; AID 720553;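 active = maximum activity change below -70%; inconclusive = maximum activity change from -70% to -50%; inactive = maximum activity change above -50%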;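 note: thallium influx rate constant from kinetic fluorescence after stimulation buffer; % is set by controls: 0 for no effect and ±100 for the full control effect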
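Steps: virus added to U2OS suspension (4 h, RT, dark); medium with 10% FBS added, cells plated, 37 C overnight; FluxOr/Red40 loading buffer 45 min RT; stimulation buffer, 2 min kinetic read; rate constant normalized.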
VP16 counter = counter-screen for ROR gamma inhibitors: Gal4-VP16 reporter. Drosophila S2 Gal4-VP16 UAS-luciferase, luminescence, 20 h. Potency, µM (highest dose often 53.6 µM), for inactives: top-dose activity, negative = inhibition, most hits filed as inhibitors. 310,000 tested, 3.5% active. AID 2546;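 note: Gal4-VP16 expression switched on by copper sulfate through the metallothionein promoter; potency is the fitted concentration of half-maximal effect; % is set by controls: 0 for no effect and ±100 for the full control effect; nearly all actives have a fitted effect of over 50% in size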
Mito fusion yeast = blocks mitochondrial division or promotes mitochondrial fusion | AID 485298 | Potency, µM (titrated, usually from 46.1 µM), for the others: top-dose growth rescue (activation), hits mostly activators | 320,000 tested, 0.23% active | S. cerevisiae fusion-defective mutant growth rescue, CellTiterGlo 48 h;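 note: potency is the fitted concentration of half-maximal effect; % of control where 0% means no effect; nearly all actives have a fitted effect of over 45% in size; temperature-sensitive fusion mutants such as fzo1-1 at 37 °C on non-fermentable ethanol glycerol medium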
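Luminescent cell viability in 1536-well qHTS format served as the measure of rescued growth in ts fusion-mutant S. cerevisiae cultured on non-fermentable YPEG for 48 hours at 37C.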
PKM2 act = increases activity of human pyruvate kinase M2; purified PKM2, Kinase-Glo ATP luminescence, activation; response scale: 0% is enzyme alone, no compound; Potency, µM (top dose mostly 57.5 µM), without a hit: top-dose activation, usual class: activators; 260,000 tested, 0.34% active; AID 1631; note: potency is the fitted concentration of half-maximal effect; % is set by controls: 0 for no effect and ±100 for the full control effect; nearly all actives have a fitted effect of over 55% in size
Target sequence (P14618 whole entry, looked up): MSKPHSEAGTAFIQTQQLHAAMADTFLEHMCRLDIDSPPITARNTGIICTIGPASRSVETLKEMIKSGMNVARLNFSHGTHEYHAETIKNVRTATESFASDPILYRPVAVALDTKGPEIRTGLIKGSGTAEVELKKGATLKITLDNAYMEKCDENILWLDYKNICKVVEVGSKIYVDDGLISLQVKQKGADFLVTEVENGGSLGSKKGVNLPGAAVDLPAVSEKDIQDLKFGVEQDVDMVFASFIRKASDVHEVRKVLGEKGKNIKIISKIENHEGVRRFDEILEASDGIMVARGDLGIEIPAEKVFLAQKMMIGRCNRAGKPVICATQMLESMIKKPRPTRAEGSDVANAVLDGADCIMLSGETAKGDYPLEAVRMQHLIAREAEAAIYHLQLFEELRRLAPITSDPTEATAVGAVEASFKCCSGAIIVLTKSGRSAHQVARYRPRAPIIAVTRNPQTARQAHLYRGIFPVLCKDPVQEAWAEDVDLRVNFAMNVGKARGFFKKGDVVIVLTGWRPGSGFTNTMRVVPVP
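Purified hPK-M2 (>95% pure) converted ADP (0.1 mM final) to ATP with 0.5 mM PEP in 50 mM imidazole pH7.2, KCl, MgCl2, Tween 20, BSA; 1 h at room temperature. ATP detected by Kinase-Glo luminescence.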
MBNL1-CUG inh = blocks human MBNL1 binding to CUG repeat RNA; AID 2675; TR-FRET MBNL1-His/biotin-(CUG)12 binding, 665/545 ratio; Potency, µM (highest dose often 57.5 µM), without a hit: at the top dose activity change, negative = inhibition, most hits filed as inhibitors; 280,000 tested, 0.036% active; Q9NR56; active = well fitted inhibition curve with a large enough effect in the signal ratio, with a control signal flat, not every such curve was filed as active; inconclusive = small, poorly fitted or top-dose-only effect, or effect the other way, or a change in a side signal; inactive = no such curve, though single readings can be large or run the other way; the % refers to the signal ratio; note: potency is the fitted concentration of half-maximal effect; % is set by controls: 0 for no effect and ±100 for the full control effect
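TR-FRET between His-tagged MBNL1 and biotin-(CUG)12 RNA, detected with Tb anti-His antibody (0.055 ng/ul) and streptavidin-XL665 (5 nM), 60 min at room temperature. Compounds titrated 92 nM to 58 uM; 665/545 nm ratio normalized to buffer and complex controls.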
ELG1 repair inh = blocks ELG1-dependent DNA repair in HEK293T cells; 330,000 tested, 2.3% active; HEK293T ELG1-luciferase reporter, luminescence, 16 h; DNA damage induced by 5-fluorouridine; Potency, µM (titrated, usually from 46.1 µM), inactives show top-dose activity change, negative = inhibition, most hits filed as inhibitors; AID 504467; note: potency is the fitted concentration of half-maximal effect; % is set by controls: 0 for no effect and ±100 for the full control effect; nearly all actives have a fitted effect of over 55% in size
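Overnight (16 hr) co-exposure of 2,000 cells/well to 5-fluorouridine and compound at 37 °C preceded detection. Luciferase was quantified via ONE-Glo luminescence; loss of signal denotes inhibition.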
Starred values were filed as active, the others as inactive; ? = inconclusive; / = not tested or not shown; & = joins results of further samples; [ ] = dose if it differs, or a comment. Unless noted, calls come from the whole dose curve; as a rule, active = well fitted curve in the direction sought with a large enough effect; inconclusive = small, poorly fitted or top-dose-only effect, or another doubt; inactive = no such curve, though single readings can be large; an effect the other way counts as inactive or inconclusive.

SMILES	Menin MLL FP TR	FLuc modulator	NPC1 prom act	RORgamma inh	Rab9 promoter act	KCNH2 3.1 block	VP16 counter	Mito fusion yeast	PKM2 act	MBNL1-CUG inh	ELG1 repair inh
Cc1cc(C(=O)OCCN2C(=O)c3ccccc3C2=O)c2ccccc2n1	-17%	?	-2%	11%	6%	-12	-5%	0%	1%	?	?
Cc1cccc(N(CC(=O)NC2CCCCC2)C(=O)c2csnn2)c1	/	2%	1%	11%	-2%	3	2%	-2%	/	7%	0%
Cc1cc(C(=O)N2CCN(c3ccccn3)CC2)no1	13%	2%[2.3 µM]	1%	-13%	-1%	6	0%	1%	16%	-6%	7%
CCc1nccn1CCC(=O)N1CCCC(N2CCN(c3cccc(Cl)c3)CC2)C1 (centres undefined)	/	?	25%	7%	25%	-3	27%	-1%	-1%	-1%	?
CCOC(=O)N1CCN(S(=O)(=O)c2ccc(C(=O)N(CCN(CC)CC)c3nc4ccc(C)cc4s3)cc2)CC1	-29%	0%	-5%	3%	19%	/	3%	1%	-4%	1%	28%
COc1ccc(-c2[nH]ncc2CN2CCC(C(=O)N3CCOCC3)CC2)c(F)c1	-12%	-1%	-3%	0%	-4%	-25	-2%	-9%	-16%	-1%	4%
CCOc1ccc(C(=O)Nc2ccccc2N2CCCC2)cc1	-29%	?	-3%	-19%	-2%	-19	-9%	1%	-3%	-6%	21%
COc1ccc(CN2C(=O)c3ccccc3C2=O)cc1	6%	8%	3%	-29%	5%	-25	?	1%	9%	21%	-2%
COc1cccc(C(=O)NCC2CCN(c3ccc(S(=O)(=O)N4CCOCC4)cc3)CC2)c1	-2%	1%	3%	-3%[10 µM]	2%	-4	-8%	-1%	-6%	-4%	?
O=S(=O)(c1ccc(N2CCN(c3ccc(F)cc3)CC2)cc1)N1CCCC1	-1%	1%	0%	8%	-7%	9	-6%	3%	-1%	-10%	0%
O=C(O)COCC(=O)Nc1ccc2c(c1)oc1ccccc12	0%	17µM*	-2%	1%	0%	-5	-19%	13%	/	-1%	17%
O=C(CCN1CCN(C/C=C/c2ccccc2)CC1)Nc1ccccc1Cl	?	3%	1%	-2%	0%	-111*	0%	-2%	-1%	-3%	0%
CCCC(=O)NCCc1cc2c(C)ccc(C)c2[nH]c1=O	-1%	-1%	-1%	-19%	-6%	2	9%	-3%	2%	0%	3%
CCS(=O)(=O)N1Cc2ccccc2CC1C(=O)N(C)CC(=O)Nc1cccc(F)c1 (centres undefined)	/	?	-1%	/	2%	-4	/	-8%	/	/	?
COCCn1cnc2c1c(=O)n(CC(=O)NC(=O)NC(C)(C)C)c(=O)n2Cc1ccccc1	-15%	0%	2%	18%	-3%	3	7%	0%	/	-12%	4%
CC(=O)Nc1ccc(Nc2cc(C)c3ccccc3n2)cc1	21%	?	1%	27%	10%	-6	-2%	-9%	-2%	5%	2%
COc1ccc(CCNCC(=O)N2C(C)CCCC2C)cc1OC (centres undefined)	5%	6%	-4%	-19%	-7%	13	-3%	-6%	-6%	-1%	-1%
O=[N+]([O-])c1cccnc1Oc1ccc(OCc2ccccc2)cc1	?	17µM*	?	38%	?	-8	23%	29%	/	?	?
COC(=O)c1ccc(C(=O)NC(=S)Nc2nc3c(s2)CCCC3)cc1	5%	15µM*	4µM*	2.2µM*	?	16	7.1µM*	17%	-13%	3%	?
COC(=O)C(C)Sc1ccc2nnc(-c3cccc(F)c3)n2n1 (centres undefined)	0%	0%	-2%	?	1%	-12	-84%	8%	-4%	24%	4%
CC1(c2ccccc2)NC(=O)N(CC(=O)NCCC2=CCCCC2)C1=O (centres undefined)	26%	9%	2%	25%	2%	-16	-6%	0%	-5%	-3%	11%
c1ccc(-c2cnn3nnnc3n2)cc1	1%	0%	3%	4%	3%	-2	-1%	2%	3%	?	?
O=C(Nc1ccc(F)cc1)c1ccc(=O)[nH]n1	1%	1%	-1%	-7%	0%[1.84 µM]	2	5%	2%	/	14%	?
CC1=C(CC(=O)O)c2cc(F)ccc2C1=Cc1ccc(S(C)(=O)=O)cc1	/	2%	1%	/	1%	-8	/	-10%	/	/	22%
Cc1cccn2c(=O)c3cc(C(=O)N4CCCC(C)C4)sc3nc12 (centres undefined)	17%	?	1%	3%	11%	16	?	5%	/	?	?
CCOC(=O)N1CCN(S(=O)(=O)c2ccc(C(=O)N(CCCN(C)C)c3nc4ccc(Cl)cc4s3)cc2)CC1	?	0%	-4%	?	0%	0	?	-13%	-3%	-3%	?
Cc1ccc2cc(CN(CCN3CCOCC3)Cc3nnnn3Cc3ccco3)c(=O)[nH]c2c1C	-14%	1%	14%	-3%	26%	3	6%	2%	1%	3%	-15%
Cc1cc(C(=O)NC2CCC(C)CC2)c(C)o1 (centres undefined)	/	9.5µM*	1.4µM*	-32%	1.8µM*	-5	-2%	-5%	-3%	2%	?
CCC(=O)c1c[nH]c(C(=O)NCCCN2CCOCC2)c1	-11%	0%	-7%	-9%	4%	-12	11%	0%	-2%	-1%	28%
CCOc1ccccc1N1CC(C(=O)Nc2ccc(S(=O)(=O)N3CCCCC3)cc2)CC1=O (centres undefined)	/	0%	-5%	/	-3%	-8	/	4%	/	/	-17%
Cc1ccc2cc(NC(=O)Cc3ccccc3)ccc2n1	/	3.4µM*	1.4µM*	-12%	2µM*	-28	-6%	-17%	-7%	0%	?
COc1ccccc1C(=O)NNC(=O)CCCN1C(=O)/C(=C/c2cccs2)SC1=S	?	4%	0%	-12%[10 µM]	-27%	-3	?	0%	1%	/	?
C1CC1Cc1noc(CN2CCN(C3C4CC5CC(C4)CC3C5)CC2)n1 (centres undefined)	-24%	0%	-1%	6%	-4%	-23	-10%	1%	1%	11%	11%
O=C1CSC(c2ccccc2[N+](=O)[O-])N1c1cccc(F)c1 (centres undefined)	2%	-5%	-1%	6%	-1%	1	-1%	1%	-9%	16%	15%
COc1ccc(NC(=O)Cn2c3ccccc3c3nc4n(c(=O)c32)CCS4)cc1OC	/	2%	-6%	-44%	0%	-7	?	-12%	/	5%	7%
COc1ccc(CCC(=O)NC(C)C)cc1	-11%	6%	0%	-1%	0%	-2	-8%	-3%	4%	/	10%
NC(=O)C1CCN(c2nc(-c3ccc(Br)cc3)cs2)CC1	?	-13%&-11%&-17%	?	21%	2.5µM*	0	-5%	-27%&-29%&-21%	5%	2%	?
NC(=O)c1sc2nnc(-c3ccccc3)c(-c3ccccc3)c2c1N	/	1%	-6%	-21%	-11%	-10	5%	9%	-2%	13%	?
Cc1ccc(C)c(NC(=O)CN(C)C(=O)CN2C(=O)C3CCCCC3C2=O)c1 (centres undefined)	/	-3%	-1%	/	-3%	7	/	-5%	/	/	-12%
O=C(O)c1cc(N2C(=O)C3C4C=CC(C4)C3C2=O)ccc1N1CCOCC1 (centres undefined)	9%	0%	-2%	-3%	0%	16	4%	0%	-3%	-7%	?
Cc1ccc(C)c(-n2c(N)c(C(N)=O)sc2=S)c1	39%[activator]	-2%	1%	28%	3%	6	-12%	8%	-11%	-25%	-4%
CC(C)(C)n1nnnc1C(c1cccs1)N(Cc1cccnc1)Cc1ccccc1Cl (centres undefined)	-11%	2%	-3%	?	-5%	-3	-4%[0.365 µM]	23%	-16%	-5%	?
CCn1cc(CNC(=O)C2C3CCC(C3)C2C(=O)O)cn1 (centres undefined)	/	-7%	0%	9%	-8%	-13	-5%	2%	-16%	-2%	15%
Cc1nc2ccccn2c1C(=O)N/N=C/c1ccccc1	?	-11%	-2%	1%	-4%	-1	-4%	-12%	/	7%	-1%
O=C(NCCc1ccccc1)c1ccccc1NC(=O)C1CCCCC1C(=O)O (centres undefined)	11%	?	?	-39%	2µM*	/	5%	0%	4%	-8%	?
CC(=O)Nc1cccc(C(=O)NC(C)c2ccc(S(N)(=O)=O)cc2)c1 (centres undefined)	1%	5%	-1%	31%	1%	-14	10%	-3%	-6%	0%	2%
COc1ccc(C)cc1-n1c(C)cc(C=O)c1C	0%	-2%	-8%	-8%	-9%	3	1%	-1%	2%	-3%	7%
O=C(NCc1ccc(Cl)cc1)C1CCCN(C(=O)c2ccc(Cl)cc2)C1 (centres undefined)	/	3%	-4%	/	0%	?	/	-6%	/	/	-17%

Compound activity: PubChem, National Center for Advancing Translational Sciences (NCATS)

Only part of the results is shown. The share of hits here may be higher or lower than overall.
